Compound activity: PubChem BioAssay, The Scripps Research Institute Molecular Screening Center
PAFAH2 inh: inhibitors of human PAFAH2; 340,000 compounds, 0.99% hits; AID 492956; recombinant PAFAH2, FP-rhodamine activity probe, fluorescence polarization; Q99487; inhibition, % at 3.39 µM;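 active = inhibition above the mean over all tested compounds plus 3 SD, cut at about 30% in these data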;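 also: inhibitors block probe labeling of enzyme so polarization drops; 0% = enzyme with DMSO and 100% = wells lacking PAFAH2 protein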
EBNA-1 inhibitor: blocks EBNA-1 binding to DNA | EBNA-1 DNA binding, fluorescence polarization | inhibition, % at 14.8 µM | 300,000 compounds, 0.34% hits | AID 1950; in the data active = inhibition above about 28%
LYPLA1 inh: counter-screen for PME1 inhibitors: inhibitors of human LYPLA1 | inhibition, % at 5.9 µM | O75608 | recombinant LYPLA1, FP-Rh probe fluorescence polarization | AID 2174 | 320,000 compounds, 0.16% hits;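 active = inhibition above the mean of all tested compounds plus 3 SD, set per campaign, cut at about 14% in these data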;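 also: inhibitors block serine hydrolase probe labeling of LYPLA1 so polarization falls; 0% = enzyme with DMSO and 100% = wells lacking LYPLA1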
pPAFAH inh: inhibitors of human plasma PAF acetylhydrolase (pPAFAH) | Q13093 | recombinant pPAFAH, FP-rhodamine probe fluorescence polarization | inhibition, % at 3.39 µM | 330,000 compounds, 1.5% hits | AID 463082;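 active = inhibition above the mean inhibition across the screen plus 3 SD, cut at about 25% in these data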;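 also: inhibitors block binding of the rhodamine activity-based probe so polarization drops; 0% = enzyme with DMSO and 100% = wells lacking pPAFAH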
Target sequence (Q13093 whole entry, looked up): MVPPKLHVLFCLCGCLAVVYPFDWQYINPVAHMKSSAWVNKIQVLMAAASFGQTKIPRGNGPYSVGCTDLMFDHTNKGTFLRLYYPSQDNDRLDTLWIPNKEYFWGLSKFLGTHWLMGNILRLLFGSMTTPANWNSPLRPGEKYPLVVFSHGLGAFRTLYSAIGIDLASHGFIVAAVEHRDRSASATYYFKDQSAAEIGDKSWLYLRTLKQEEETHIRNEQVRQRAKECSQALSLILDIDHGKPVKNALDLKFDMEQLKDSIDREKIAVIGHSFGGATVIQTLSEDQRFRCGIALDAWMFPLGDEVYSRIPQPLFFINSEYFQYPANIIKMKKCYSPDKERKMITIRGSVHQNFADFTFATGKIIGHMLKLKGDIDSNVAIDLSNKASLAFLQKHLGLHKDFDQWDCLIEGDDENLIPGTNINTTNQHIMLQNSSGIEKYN
PREPL inhibitor: human PREPL enzyme inhibition | Q4J6C6 | 320,000 compounds, 0.68% hits | inhibition, % at 5.96 µM | recombinant PREPL, fluorescence polarization activity-based probe; in the data active = inhibition above about 43%;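 also: 0% = enzyme with DMSO and 100% = wells lacking enzyme; many of its hits are not listed in these tables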
PAFAH1B3 FP inh: PAFAH1B3 (human) inhibition; recombinant PAFAH1B3, FP-rhodamine probe, fluorescence polarization; inhibition, % at 3.39 µM; 340,000 compounds, 0.28% hits;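 active = inhibition above the screen-wide average of all tested compounds plus 3 SD, cut at about 25% in these data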;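 also: 0% = enzyme with DMSO only and 100% = wells lacking PAFAH1B3 protein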
PAFAH1B2 inh: PAFAH1B2 (human) inhibition; 340,000 compounds, 1.2% hits; inhibition, % at 3.39 µM; AID 492953; recombinant PAFAH1B2, FP-rhodamine activity probe, fluorescence polarization;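 active = inhibition above the mean of all tested compounds plus 3 SD, cut at about 24% in these data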;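 also: 0% = enzyme with DMSO and 100% = wells lacking PAFAH1B2; many of its hits are not listed in these tables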
ZTA DNA inh: blocks Epstein-Barr virus ZTA, an EBNA-1 counter-screen; ZTA-DNA binding, fluorescence polarization; inhibition, % at 11 µM; 320,000 compounds, 0.15% hits; AID 2234; in the data active = inhibition above about 33%
Target sequence (P03206 whole entry, looked up): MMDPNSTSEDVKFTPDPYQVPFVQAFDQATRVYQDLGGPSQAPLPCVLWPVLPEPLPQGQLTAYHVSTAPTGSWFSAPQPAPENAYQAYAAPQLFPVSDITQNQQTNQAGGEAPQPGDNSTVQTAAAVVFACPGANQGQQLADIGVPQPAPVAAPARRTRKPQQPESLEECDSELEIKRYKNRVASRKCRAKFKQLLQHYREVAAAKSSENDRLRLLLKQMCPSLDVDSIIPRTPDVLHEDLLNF
LYPLA2 counter: blocks human lysophospholipase 2, a PME1 counter-screen; O95372; 320,000 compounds, 0.38% hits; inhibition, % at 5.9 µM; recombinant LYPLA2, FP-Rh probe fluorescence polarization;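 active = inhibition above the screen-wide mean plus 3 SD, limit set per campaign, cut at about 26% in these data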;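 also: 0% = LYPLA2 with DMSO and 100% = wells lacking LYPLA2 enzyme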
Target sequence (O95372 whole entry, looked up): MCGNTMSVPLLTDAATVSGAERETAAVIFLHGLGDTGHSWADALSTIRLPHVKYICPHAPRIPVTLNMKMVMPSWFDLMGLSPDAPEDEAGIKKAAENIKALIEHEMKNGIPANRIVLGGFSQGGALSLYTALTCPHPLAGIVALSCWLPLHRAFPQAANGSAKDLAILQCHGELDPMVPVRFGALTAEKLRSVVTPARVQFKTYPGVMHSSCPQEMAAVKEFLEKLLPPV
An asterisk follows results filed as active; x = no result given. A portion of the library; rates above refer to the full screens.

SMILES	PAFAH2 inh	EBNA-1 inhibitor	LYPLA1 inh	pPAFAH inh	PREPL inhibitor	PAFAH1B3 FP inh	PAFAH1B2 inh	ZTA DNA inh	LYPLA2 counter
CC(=O)OCCCNc1cc(Sc2ccc(C)cc2)c2nonc2c1[N+](=O)[O-]	4.0	-21.8	-0.5	-2.6	12.8	5.8	3.6	5.3	3.5
Cc1cc(C)cc(NC(=O)CN(C)CC(=O)N(CC(C)C)c2c(N)n(CC(C)C)c(=O)[nH]c2=O)c1	17.7	x	3.0	1.3	0.4	6.3	-1.7	-13.2	3.5
O=C(COC(=O)c1nn(CCO)c(=O)c2ccccc12)Nc1ccc(Cl)c(Cl)c1	2.8	x	x	-1.7	-1.1	-2.6	8.8	x	x
CN(C)c1ccc(N=C/C=C2\N(C)c3ccccc3C2(C)C)cc1	-11.7	6.0	-1.5	17.1	70.0*	5.9	0.6	163.1*	-2.2
NS(=O)(=O)c1ccc(NS(=O)(=O)c2ccc(Br)cc2)cc1	2.8	4.8	1.7	9.6	-0.1	8.6	14.0	4.0	1.9
COc1ccc(C(=O)N/N=C(/C)c2ccc(N3CCCCC3)cc2)cc1	-0.9	0.9	-3.6	3.5	0.9	4.6	-4.0	0.5	0.3
CCNCC(O)COCC(O)CNCC (stereo not given)	4.0	-4.5	-0.2	4.8	-7.7	20.9	6.3	-1.7	-1.2
CSCCC(NC(=O)C1CCC(C)CC1)C(=O)NCCN1CCC(C)CC1 (stereo not given)	0.2	0.9	4.8	1.3	-7.4	4.2	2.6	-7.8	10.0
Cc1cc(C)c(S(=O)(=O)c2ccccc2)c(Cl)n1	1.6	-5.2	-2.5	0.8	-16.1	-4.5	3.2	-28.7	1.2
Cc1ccc(O)c(-c2cc(C(=O)NCc3ccccc3)[nH]n2)c1	2.6	30.8*	2.9	6.7	0.6	3.9	4.4	6.0	2.8
Cc1ccccc1N=C(NO)c1cccnc1	6.1	-6.8	0.6	-0.3	5.0	-3.5	7.4	-12.8	1.1
CCc1c(C(=O)NCc2cnn(C)c2)csc1C	-5.4	4.9	-3.3	2.6	-0.8	10.8	2.4	5.9	-1.1
O=C(CSC1CC(=O)N(CCc2ccccc2)C1=O)Nc1ccc(Cl)cc1 (stereo not given)	-2.4	0.2	-2.2	4.3	-20.3	-6.7	17.2	12.7	-1.2
Cc1ccc(S(=O)(=O)N2CCN(c3ccccn3)CC2)cc1	x	-11.4	4.2	-1.0	-34.7	x	x	-9.7	4.8
CCCCCn1c(N)c(C#N)c2nc3ccccc3nc21	-3.4	-6.7	-3.9	-0.3	11.0	4.2	1.8	-3.0	3.7
COC(=O)Cc1ccc(NC(=O)c2ccc3c(c2)C(=O)N(Cc2ccco2)C3=O)cc1	1.6	1.5	1.9	-0.3	4.2	2.2	3.0	-3.4	5.0
CCCCNC(=O)C(Cc1ccccc1)NS(=O)(=O)c1ccc2c(c1)c(=O)n(C)c(=O)n2C (stereo not given)	6.6	-1.6	1.2	-4.1	8.5	-6.4	-0.1	0.8	-1.1
CCN1c2ccccc2-c2nc3ccccc3n2C1c1ccncc1 (stereo not given)	-0.5	-3.6	0.4	-2.1	10.3	6.3	0.9	2.7	-0.8
COc1ccc(S(=O)(=O)NCCc2csc(-c3cccnc3)n2)cc1	-1.0	-2.1	3.5	5.4	-0.4	6.2	3.9	11.9	8.0
Cc1ccc(-c2nnn(CC(=O)N(c3cccc(O)c3)C(C(=O)NC(C)(C)C)c3cccs3)n2)o1 (stereo not given)	1.8	14.8	-1.2	-1.9	-4.1	0.0	5.9	14.4	-0.6
COc1ccc(NC(=S)N2CCCC2)cc1	-8.1	2.4	-0.4	-0.5	1.5	-3.3	-2.8	14.1	-2.0
Cc1cc(=O)c2n(Cc3ccc(Cl)cc3)nc[n+]2[nH]1	-2.6	13.2	-3.6	-1.4	5.5	8.9	-0.8	10.1	-2.1
COc1cccc(NC(=O)NC(=O)c2c(C)cc(Cl)nc2Cl)c1	-0.2	0.9	-2.7	-0.7	-0.4	8.7	-8.0	4.4	8.2
CC(OC(=O)CCC(=O)N1CCN(S(=O)(=O)c2ccc3ccccc3c2)CC1)C(=O)NC(N)=O (stereo not given)	5.3	8.9	-1.3	1.9	12.4	3.2	4.1	11.6	-5.4
CC(=O)c1ccc(NC(=O)Cn2nc(C)cc2C)cc1	3.9	12.7	-1.2	5.3	5.0	-0.7	3.5	4.4	2.5
CC(CN(C)Cc1ccccc1)OC(=O)c1ccc2c(c1)OCCO2 (stereo not given)	-8.7	-8.0	-0.5	2.5	-10.0	1.6	0.3	5.5	-1.3
Cc1cc(C)c(NC(=O)c2sc3nc(C)[nH]c(=O)c3c2C)c(C)c1	x	3.5	1.8	12.2	4.7	x	x	0.0	1.9
Cc1cc(S(=O)(=O)N2CCCC2)ccc1OCC(=O)NC1CCCC1	8.8	-6.3	-3.3	0.0	15.2	2.5	-0.5	-6.8	-8.9
Cc1ccc2[nH]c(=O)c3cc(C(=O)N(C)C4CCCCC4)sc3c2c1	9.4	-21.1	1.1	-1.4	10.7	6.6	11.2	-11.8	-0.5
COc1ccc(/C=N/Nc2nc(-c3cccc(S(=O)(=O)N4CCCC4)c3)cs2)cc1OC	1.4	-1.3	-10.9	6.8	6.9	9.1	2.8	-3.0	-5.9
Cc1ccccc1C(=O)N1CCC(C(=O)OCC(=O)Nc2cccc([N+](=O)[O-])c2C)CC1	-4.4	x	6.7	7.5	11.7	3.2	-0.9	-2.9	5.2
CCOC(=O)CSc1nc(N)c(C#N)c(-c2ccc(OC)cc2)c1C#N	0.7	-0.5	3.9	7.9	2.0	3.9	5.1	15.6	2.0
O=C(NNC(=O)c1oc2ccccc2c1-n1cccc1)c1ccco1	2.5	-12.1	6.1	5.5	-0.5	6.9	0.5	-14.4	3.8
O=C(COc1ccccc1)Nc1cccc(-c2nn[nH]n2)c1	-4.3	-4.0	-1.1	-1.6	-0.7	7.5	7.9	-7.6	3.3
COC(=O)C1=C(C)N(Cc2ccccc2)C(=NCCc2ccccn2)N[C@H]1c1cccc(C(F)(F)F)c1	-6.2	x	x	-0.7	16.6	2.3	0.3	x	x
CCOC(=O)N/N=C(\C)c1cccs1	5.6	-21.2	-0.7	-2.0	9.2	-0.9	1.9	4.1	1.5
CCN1CCN(c2c(Cl)cccc2NC(=O)c2ccc3c(c2)OCCO3)CC1	1.8	0.4	0.0	1.6	7.2	5.3	-0.3	-2.2	-1.2
COc1cc(C2NC(=S)NC(C)=C2C(=O)Nc2ccc(C)cc2)ccc1O (stereo not given)	-3.3	2.9	-1.8	-3.5	2.1	6.8	0.4	-5.2	-3.5
CN1C(=O)/C(=C/c2ccccc2OCc2ccccc2)NC1=S	4.1	-4.5	-5.5	2.7	-18.1	0.5	1.6	14.2	-3.1
CNC(=O)c1cc(C(=O)c2ccccc2C(F)(F)F)c[nH]1	-1.5	8.8	0.0	-0.8	14.2	3.2	1.1	-1.6	1.3

Reprinted at random: three compounds from above.
SMILES	PAFAH2 inh	EBNA-1 inhibitor	LYPLA1 inh	pPAFAH inh	PREPL inhibitor	PAFAH1B3 FP inh	PAFAH1B2 inh	ZTA DNA inh	LYPLA2 counter
O=C(COC(=O)c1nn(CCO)c(=O)c2ccccc12)Nc1ccc(Cl)c(Cl)c1	2.8	x	x	-1.7	-1.1	-2.6	8.8	x	x
CN1C(=O)/C(=C/c2ccccc2OCc2ccccc2)NC1=S	4.1	-4.5	-5.5	2.7	-18.1	0.5	1.6	14.2	-3.1
CCNCC(O)COCC(O)CNCC (stereo not given)	4.0	-4.5	-0.2	4.8	-7.7	20.9	6.3	-1.7	-1.2

Continuation:
SMILES	PAFAH2 inh	EBNA-1 inhibitor	LYPLA1 inh	pPAFAH inh	PREPL inhibitor	PAFAH1B3 FP inh	PAFAH1B2 inh	ZTA DNA inh	LYPLA2 counter
CCOc1ccc(CN(C)C(=O)c2ccc3c(c2)NC(=O)C(C)S3)cc1OC (stereo not given)	-0.3	x	3.2	1.1	13.3	5.2	1.2	-1.3	6.7
O=C(NC1CCCCC1)c1cc(S(=O)(=O)N2CCN(c3ccccc3)CC2)ccc1Cl	2.8	x	x	0.9	8.6	2.1	4.6	x	x
CSCCC(NC(N)=O)C(=O)Nc1ccc2ccccc2c1 (stereo not given)	-1.7	-4.6	-0.3	0.3	-1.9	6.5	2.7	5.5	-2.5
CCOC(=O)NC(=O)CSc1nnc(SCCC(=O)O)s1	-7.8	4.7	-1.2	2.3	0.4	2.5	2.9	-5.8	3.5
CC1=NN(c2ccc(Br)cc2)C(=O)/C1=C/c1cccs1	8.0	7.7	-1.5	9.1	10.1	9.9	2.8	-3.3	11.0
COc1ccc(C(=O)NCCS(=O)(=O)NCc2ccco2)cc1	8.7	-2.9	-1.2	-2.3	19.8	1.3	-1.9	-11.0	1.0
COc1ccc(/C=C2/C(=O)N=C(N)N2C)cc1OC	9.1	0.8	-0.1	0.3	-2.1	2.8	-5.2	1.6	3.1
Clc1ncccc1-c1nnn(-c2ccccc2Br)n1	5.8	-2.6	-3.3	3.1	-1.4	12.3	0.0	-23.0	2.1
CCC(C)NC(=S)N1CCN(Cc2ccccc2)CC1 (stereo not given)	-3.3	-2.0	1.2	1.0	0.6	3.1	1.8	-4.5	3.1
Cc1cccc(NC(=O)C2CCCN(S(=O)(=O)c3cccc4nsnc34)C2)c1 (stereo not given)	11.5	-4.0	-6.4	-2.9	-20.1	3.4	4.3	-4.0	-19.0
CN(C)c1ccc(CNc2nc(-c3ccccc3)nn2S(C)(=O)=O)cc1	6.4	7.5	-0.8	5.4	3.6	4.9	3.4	11.8	-4.2
O=C1C2CC=C(Cl)CC2C(=O)N1CCN1CCOCC1 (stereo not given)	-0.3	0.5	0.6	4.6	-14.8	3.9	6.7	-16.3	5.5
COc1ccc(NS(=O)(=O)c2cc(NC(=O)C3CCCCC3)ccc2N2CCOCC2)cc1	0.8	-6.4	-2.8	-0.8	3.5	4.3	7.6	-2.2	-1.5
CC(OC(=O)/C=C/c1cccc(C(F)(F)F)c1)C(=O)NC1CCCCC1C (stereo not given)	-0.3	-12.8	2.4	0.4	-7.1	8.0	4.8	5.2	-1.5
C(=C\c1ccccc1)/C=N/Nc1nc2ccccc2[nH]1	6.2	4.3	-0.8	8.3	33.2	5.2	3.5	-19.0	-2.5
Fc1cccc(Nc2nc3ccccc3n3nnnc23)c1	-3.1	9.2	-8.3	3.5	-7.4	-3.6	7.8	-4.5	-1.8
Cc1ccc(CNS(=O)(=O)c2ccc3c(c2)CCN3C(=O)CCCC(=O)O)cc1	8.0	7.4	-3.2	0.8	-0.1	4.0	1.7	-1.6	-4.0
O=C(OCC(=O)N1CCCC1)c1cc(F)c(F)cc1Cl	-0.7	-1.2	0.5	5.0	3.5	7.7	-1.1	1.1	9.4
COc1cc(C)c(C(C)C)cc1S(=O)(=O)N1CCN(C)CC1	7.3	8.2	0.7	3.4	9.2	4.7	2.3	11.6	4.6
O=C(Nc1cc(F)c(Br)cc1F)c1ccc(Cl)cc1	11.6	-9.1	1.9	3.1	-8.9	11.9	3.6	7.8	6.2
Cc1ccc(NS(=O)(=O)c2coc(C(N)=O)c2)cc1F	-11.8	-6.1	0.7	3.1	-1.2	4.7	-3.8	2.7	0.7
Cc1ccc(S(=O)(=O)N(CC(=O)NCc2ccco2)C2CCCCC2)cc1	-7.8	7.4	0.0	-1.7	2.5	-1.6	-7.2	1.0	6.0
O=C(OCC(=O)N1CCN(C(=O)c2ccco2)CC1)c1c(Cl)cccc1Cl	-3.4	x	x	-0.8	3.5	-0.2	7.8	x	x
O=C(NC1CCCN(Cc2ccc(Cl)cc2)C1)c1cnc2ccccn2c1=O (stereo not given)	-6.6	-1.9	-0.6	1.3	24.4	9.6	1.2	-1.6	3.8
